# Hck Nef HTS: human Hck-Nef kinase inhibition | inhibition, % at 20 µM | 0.68% of 220,000 active | Recombinant Hck-YEEI plus Nef, Z-Lyte FRET kinase assay;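 active means Hck-Nef kinase inhibition above about 50%, limit read from the data; inactive means inhibition below that limit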;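 further: 0% = DMSO with Hck plus Nef and 100% = Hck alone without Nef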
# Mdm2 ligase inh: blocks human Mdm2 ubiquitin ligase activity; Q00987; cell-based MDM2 ubiquitination luciferase reporter, 2 h; 0 = plate control, 100 = twice control, blank-subtracted; signal enhancement, % at 5 µM; 0.11% of 210,000 active; AID 1230;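 active means signal enhancement of 30% or more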;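 further: luminescence tracks abundance of the self-degrading MDM2-luciferase fusion protein; higher signal means inhibition of MDM2 E3 ligase activity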
#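 Assay system: mammalian cells stably expressing self-ubiquitinating, self-degrading MDM2 E3–luciferase fusion. Quantity: 2000 cells in each well. Medium: DMEM culture medium. Compound dosing: single-point 5 µM. Timing: cell settling 4 h, compound treatment 2 h, both 37 °C. Technique: luciferase luminescence. Read-out basis: percent signal gain over controls, blank-subtracted. Benchmarks: plate controls and plate blanks.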
# Runt-CBFb FRET: Runt domain-CBFb interaction inhibition. Q01196+Q13951. Cerulean-Runt/Venus-CBFb FRET ratio 530/480, 1 h. inhibition, % at 20 µM. 0.46% of 220,000 active. AID 1496;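 active means inhibition over about 50% at 20 µM in the single-dose screen, limit read from the data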;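 further: 0% = DMSO wells and 100% = excess unlabeled CBFb competitor control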
#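 Assay system: Cerulean-Runt domain / Medium: Tris 50 mM pH 7.5, KCl, K2SO4, 0.01% BSA / Timing: protein complex preformed 1 h, compound exposure 1 h, room temperature, dark / Measured by: FRET, excitation 422 nm, emission at 530 and 480 nm / Evaluation: loss of energy transfer signal / Control set: 5 µM unlabeled CBFb as full-inhibition high control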
# zVAD death inh: blocks zVAD induced death of L929 cells; 0.38% of 220,000 active; viability rescue, % at 10 µM; L929 zVAD necroptosis rescue, ATP luminescence, 24 h; with zVAD 60 µM; AID 1377;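 active means activation, scaled between plate controls, above about 75%, limit read from the data; inactive means activation under that limit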;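 further: 0% = zVAD with DMSO and 100% = DMSO alone without zVAD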
# p47phox inh: p47phox (human) inhibition; P14598; p47phox/p22phox peptide binding, fluorescence polarization, 2 h; inhibition, % at 24.7 µM; 0.53% of 220,000 active; AID 1274;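 active means inhibition above about 30%, limit read from the data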;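 further: 0% = p47phox with labelled peptide and 100% = labelled peptide alone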
# Target sequence (P14598 whole entry, looked up): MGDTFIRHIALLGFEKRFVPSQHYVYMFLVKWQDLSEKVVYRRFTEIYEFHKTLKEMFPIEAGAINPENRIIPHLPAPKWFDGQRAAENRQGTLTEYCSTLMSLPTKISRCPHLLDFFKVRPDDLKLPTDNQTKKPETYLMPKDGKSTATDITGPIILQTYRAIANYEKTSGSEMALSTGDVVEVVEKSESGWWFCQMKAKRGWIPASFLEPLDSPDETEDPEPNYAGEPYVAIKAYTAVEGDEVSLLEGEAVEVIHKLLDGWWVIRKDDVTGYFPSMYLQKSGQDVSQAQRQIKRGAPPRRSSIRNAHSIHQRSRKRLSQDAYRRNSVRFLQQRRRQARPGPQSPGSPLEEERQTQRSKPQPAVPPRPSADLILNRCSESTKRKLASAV
# 14-3-3 Bad PPI: disrupts binding of bovine 14-3-3 zeta to phospho-Bad peptide; P63103; TR-FRET 14-3-3zeta/Dy647-pBad peptide displacement, 1 h; inhibition, % at 21.7 µM; 0.71% of 220,000 active;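 active means inhibition above about 70%, limit read from the data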;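 further: 0% = full 14-3-3 plus peptide FRET controls and 100% = background without 14-3-3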
# Target sequence (P63103 whole entry, looked up): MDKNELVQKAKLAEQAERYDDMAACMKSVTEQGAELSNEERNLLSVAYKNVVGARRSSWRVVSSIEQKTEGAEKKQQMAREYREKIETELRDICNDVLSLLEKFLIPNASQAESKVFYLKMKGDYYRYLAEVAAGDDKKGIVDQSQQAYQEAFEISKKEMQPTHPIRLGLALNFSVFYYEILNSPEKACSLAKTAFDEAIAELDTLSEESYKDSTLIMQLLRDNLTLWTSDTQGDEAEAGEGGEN
# EBV gp42 block: inhibitors of Epstein-Barr virus glycoprotein 42. Q1HVG2. Fluorescence polarization binding assay, mP read-out. inhibition, % (tested at 21.74 µM). 0.42% of 220,000 active. AID 1085; in the data active means inhibition above about 50%
# Target sequence (Q1HVG2 whole entry, looked up): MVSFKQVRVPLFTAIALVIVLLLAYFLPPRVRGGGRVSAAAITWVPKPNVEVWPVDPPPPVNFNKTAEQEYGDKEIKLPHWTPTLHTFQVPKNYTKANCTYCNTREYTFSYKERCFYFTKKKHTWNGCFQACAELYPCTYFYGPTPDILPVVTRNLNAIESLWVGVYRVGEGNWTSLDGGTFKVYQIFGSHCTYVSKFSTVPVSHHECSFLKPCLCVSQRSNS
# Runt-SMMHC FRET: inhibitors of human RUNX1 Runt domain binding to CBFb-SMMHC; Cerulean-Runt/Venus-CBFb-SMMHC FRET ratio 530/480, 1 h; 0.74% of 220,000 active; inhibition, % at 20 µM; Q01196+Q13951;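 active means mean inhibition across duplicate retests at 20 µM reaching about 50%, limit read from the data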;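 further: 0% = DMSO wells and 100% = wells with excess untagged CBFb-SMMHC; inhibitors lower the FRET ratio by blocking Runt binding to CBFb-SMMHC; some results filed as inactive read as strong as hits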
# Tb hexokinase: blocks Trypanosoma brucei hexokinase 1 activity. AID 1430. recombinant TbHK1, G6PDH-coupled NADH A340. inhibition, % at 10 µM. 0.11% of 220,000 active;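 active means inhibition of 50% or more in the single-dose primary screen; inactive means inhibition below 50%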
# Numbers without * were called inactive; · = not tested or not shown; & = joins results of further samples; [ ] = remark or other dose.
SMILES,Hck Nef HTS,Mdm2 ligase inh,Runt-CBFb FRET,zVAD death inh,p47phox inh,14-3-3 Bad PPI,EBV gp42 block,Runt-SMMHC FRET,Tb hexokinase
CC(C)CN1C(=O)c2ccc(NC(=O)c3cccs3)cc2C1=O,2,-27,1,0.5,-6,7,-1,-2,-5
C=CCn1c(N)c(C(=O)NCCC2=CCCCC2)sc1=S,1,8,40,0.1,-12,4,-12,29,-4
CC1(C)CC(=O)C=C(Nc2ccc(F)cc2F)C1,5,-12,-2,1.5,-14,1,-18,2,5
CC1CCN(C(=S)NC(=O)c2cccs2)CC1,25,0,3,-1.0,1,-4,-3,2,0
CN(C(=O)c1cc2n(n1)C(C(F)(F)F)CC(c1ccco1)N2)c1ccccc1 (configuration not stated),4,-13,-1,0.7,-12,11,-19,-2,4
Cc1ccc(C(=O)N/C(=C/c2cccs2)C(=O)NCCc2c[nH]c3ccccc23)cc1,3,-9,0,1.4,-16,-20[fluorescence artefact?],1,0,1
Cc1ccc(N2CN(Cc3cccnc3)CNC2=S)cc1,0,-13,1,0.0,-12,-15,-8,-1,-8
CN(C)CCN(C(=O)c1ccc(N2C(=O)CCC2=O)cc1)c1nc2cc3c(cc2s1)OCO3,-30,-5,0,3.3,-2,-2,-8,0,-3
O=[N+]([O-])c1cccc(CNCc2ccccc2)c1,23,-18,-1,1.3,4,-3,-13,2,0
CN(c1ccc(C(=O)Nc2cccc([N+](=O)[O-])c2)cc1)S(C)(=O)=O,15,4,2,27,0,-6,3,-4,-2
O=S(=O)(NCCc1ccccc1)c1cccc2cccnc12,22,-2,1,2.1,-13,-9,2,0,-4
COc1ccc(C(=O)COc2ccc(C)cc2NC(C)=O)cc1,-4,-16,2,1.0,-8,-1,-9,2,-5
CCCn1cc2c(c1-c1ccc(C)cc1)c(=O)n(C)c(=O)n2C,17,-3,-2,2.3,-1,-12,-10,2,-3
COc1cc(C(=O)OCC(=O)NCCN2C(=O)CSC2=O)ccc1OCc1c(C)noc1C,-1,-1,-2,-1.0,·,-6,-8,-4,-2
CCCNC(=O)Nc1ccc(C)cc1C,20,·,1,-0.3,-7,-3,-19,-5,-6
O=S(=O)(/N=C(/Nc1ccc(F)cc1F)c1ccccc1)c1ccc(Br)cc1,1,-9,-7,-0.8,-4,4,-4,-14,-3
O=C(COc1c(Br)cc(Br)c2cccnc12)Nc1ccccc1F,45,4,6,0.3,-17,-30,-11,-6,6
CCOc1ccccc1-c1cc(C(=O)N/N=C/c2ccc3c(c2)OCO3)c2ccccc2n1,4,-10,-1,-0.1,-12,-4,-13,-2,-34
CCOC(=O)c1cnn(-c2nc3c(C)cccc3s2)c1C(F)(F)F,-1,-12,-2,0.1,-1,2,-4,-4,-1
Nc1ccccc1C(=O)/C=C/c1ccc2c(c1)OCO2,-9,·,-7,-0.8,-6,13[fluorescence artefact?],9,-11,-5
Cc1nc(-c2ccccc2)sc1C(=O)CSc1ccccc1,1,-6,2,0.1,-5,-15,-22,0,-14
COCCNC(=O)CN(c1ccc(C)cc1)S(=O)(=O)c1ccc(SC)cc1,-3,-25,-2,0.0,-8,-4,-23,-2,-9
COCCN(CCOC)C(=O)c1c[nH]c2ccc(S(=O)(=O)N(C)c3ccc(F)cc3)cc2c1=O,0,-3,-2,0.2,-7,29,-21,3,-9
COC(=O)C1=C(C)NC(C)=C(C(=O)OC)C1C(=O)OCC(=O)N1c2ccccc2CC1C (configuration not stated),5,-10,2,0.2,-2,3,-7,54,-24
NC(=O)N1c2ccccc2CC(=O)c2ccccc21,1,-5,0&0,0.0,-7&-13,-1&9,11&13,-4&-6,-1

# Brought forward from above: 4 compounds, followed by the next part.
SMILES,Hck Nef HTS,Mdm2 ligase inh,Runt-CBFb FRET,zVAD death inh,p47phox inh,14-3-3 Bad PPI,EBV gp42 block,Runt-SMMHC FRET,Tb hexokinase
COCCNC(=O)CN(c1ccc(C)cc1)S(=O)(=O)c1ccc(SC)cc1,-3,-25,-2,0.0,-8,-4,-23,-2,-9
COCCN(CCOC)C(=O)c1c[nH]c2ccc(S(=O)(=O)N(C)c3ccc(F)cc3)cc2c1=O,0,-3,-2,0.2,-7,29,-21,3,-9
COC(=O)C1=C(C)NC(C)=C(C(=O)OC)C1C(=O)OCC(=O)N1c2ccccc2CC1C (configuration not stated),5,-10,2,0.2,-2,3,-7,54,-24
NC(=O)N1c2ccccc2CC(=O)c2ccccc21,1,-5,0&0,0.0,-7&-13,-1&9,11&13,-4&-6,-1
O=C1CC(N2CCN(c3ccc(Cl)c(Cl)c3)CC2)C(=O)N1 (configuration not stated),1,2,-2,0.5,1,-6,-6,2,0
CCOC(=O)Cc1csc(NC(=O)/C=C\c2ccccc2)n1,22,-17,-3,0.8,-2,-6,-14,1,-20
COc1ccc(OCC(=O)Nc2ccc(N3CCOCC3)cc2)cc1,7,-15,-1,1.2,-7,-7,-23,0,1
FC(F)(F)c1cccc(N2CCc3cn[nH]c32)c1,7,18,0,0.9,-9,-17,-25,5,10
CCOC(=O)c1[nH]c2ccc(OC)cc2c1NC(=O)/C=C/c1ccc2c(c1)OCO2,0,-15,-47,1.0,-4,16[fluorescence artefact?],0,-98,29
O=C1CCC(C(=O)Nc2nnc(C3CC3)s2)=NN1,19,-1,0,3.1,-13,-9,-38,-4,-11
CCC(C)(C)NC(=O)CCCSc1nc2ccccc2s1,1,-17,1,0.4,-3,-4,7,-3,-6
CC1(C)CC2(CCO1)OC(=O)CC2C(=O)Nc1ccccc1Cl (configuration not stated),16,-4,1,6.8,-6,0,-13,3,-7
CC(C)NC(NC(=O)Cc1ccccc1)C(Cl)(Cl)Cl (configuration not stated),2,-5,3,-0.1,-4,-4,-20,0,5
COc1cccc(C(=O)N2CCN(Cc3cn[nH]c3-c3ccc(F)cc3F)CC2)c1,2,-5,0,-0.3,4,-3,-10,3,-4
CSCC[C@H](NC(=O)NC1CCCC1)C(=O)O,27,·,2,-0.1,21,-1,-16,-9,-5
COc1ccc(S(=O)(=O)n2nc(-c3ccc(Cl)cc3)cc2N)cc1,6,-5,0,1.0,-13,5,2,0,-6
O=C(/C=C/c1ccco1)NCC1(c2ccccc2)CCCC1,17,5,2,-0.2,-13,18[fluorescence artefact?],-18,3,-1
Cc1ccc2[nH]c(=O)c(C(c3nnnn3C3CCCC3)N3CCCc4ccccc43)cc2c1 (configuration not stated),3,16,34,-0.5,-8,-11,-4,14,-14
Oc1ccc(Cl)cc1/C=N/c1nccs1,0,-24,1,0.2,-8,4,-15,-6,1
CN(Cc1ccccc1)S(=O)(=O)c1ccc2[nH]cc(C(=O)NCC3CCCO3)c(=O)c2c1 (configuration not stated),2,-12,·,1.5,-10,3,4,-8,-21
COc1ccc(C(=O)N2CCN(S(=O)(=O)N3CCOCC3)CC2)cc1OC,7,2,1,0.1,-4,1,-11,0,2
COc1ccc2cc(CN(Cc3ccco3)C(c3nnnn3C3CCCCC3)C(C)C)c(=O)[nH]c2c1 (configuration not stated),1,-4,15,0.0,1,-4[fluorescence artefact?],2,22,-1
COc1cc(C)nc(N2CCCC(C(=O)NCC(C)C)C2)n1 (configuration not stated),-2,-17,-1,1.1,3,-6[fluorescence artefact?],-5,0,1
Cc1ccsc1C(=O)C1CCCN(Cc2cccn2-c2ccc(Cl)cn2)C1 (configuration not stated),6,-10,1,0.0,5,-7,-20,-2,-5
CCNS(=O)(=O)c1ccc(C(=O)Nc2ccccc2)cc1,1,-15,2,0.4,-9,-1,-13,0,0
Cc1ccc(CS(=O)(=O)CCC(=O)NCc2ccc3c(c2)OCO3)cc1,1,-12,-9,-0.1,-11,-12,-13,-22,2
CCOc1ccc(NC(=O)c2ccc3snnc3c2)cc1,16,11,1,-0.6,-16,10,-8,-3,-3
Cc1cc(C(=O)O)c(=O)[nH]c1C,1,-16,-2,-0.4,-7,12,-6,3,13
O=C(O)CNC(=O)c1ccccc1NC(=O)c1ccco1,2,-15,2,0.0,2,2,9,11,0
SMILES,Hck Nef HTS,Mdm2 ligase inh,Runt-CBFb FRET,zVAD death inh,p47phox inh,14-3-3 Bad PPI,EBV gp42 block,Runt-SMMHC FRET,Tb hexokinase
O=C(Cn1c(-c2ccccc2)c[n+]2ccsc12)c1ccc([N+](=O)[O-])cc1,26,-9,1,-1.9,11,-1,8,3,0
O=C(OCc1cnc(Cl)s1)c1cccc(Cl)c1Cl,-1,-3,1,-0.1,-6,15,-9,-1,-3
CNC(=O)NCC12CC3CC(CC(C3)C1)C2,0,-13,0,0.1,-3,9,-14,-2,-8
CC(=O)Nc1ccc(S(=O)(=O)Nc2nc3ccccc3nc2N2CCCC2)cc1,3,-12,2,0.5,-17,27,-12,6,-15
COc1cc(OC)cc(C(=O)NCC(=O)OC2CCOC2=O)c1 (configuration not stated),2,2,-1,0.6,-1,3,-12,2,4
COc1ccc(-c2nc(NC(=O)CSCCO)sc2C)cc1,2,-6,-1,1.4,-2,-18,3,-2,0
C=CCOc1c(Br)cc(/C=C2/NC(=S)N(C(C)=O)C2=O)cc1OC,20,-9,-4,0.6,-30,6,-16,-29,-9
CCC1=C(OC(=O)N(CC)CC)N2C(=O)OC(=NCC(=O)OC)[C@]2(Cc2ccccc2)[C@H]2C1=CC[C@H]1C(=O)N(C)C(=O)[C@H]12,19,-14,-2,1.1,2,3,-26,-9,-14
O=C(COC(=O)Cn1cnc2ccccc21)Nc1cc(S(=O)(=O)N2CCOCC2)ccc1Cl,7,·,2,-1.0,-8,0,-14,-1,1
CCCSc1nc2ccsc2c(=O)n1CC,28,-2,0,-0.5,-7,-8,-3,1,-2
CC(NC(=O)Nc1cccc(Cl)c1)C(c1cccs1)N1CCCC1 (configuration not stated),-11,4,-2,1.0,-13,-9[fluorescence artefact?],-10,1,0
Cc1ccc(S(=O)(=O)NNC2CC(=O)N(c3ccc(Br)cc3)C2=O)cc1 (configuration not stated),13,-12,-1,-3.9,-2,3,6,0,4
c1ccc(Cn2cc(CNc3ccccc3)nn2)cc1,24,14,-2,0.3,-6,-1,-15,-2,8
Cc1ccc(/C=C2\SC(=S)N(Cc3ccccc3)C2=O)o1,1,-8,-1,0.1,-8,-2,-10,-17,1
NC(=NC(=O)c1ccc(OC(F)(F)F)cc1)c1ccc(C(F)(F)F)cn1,-5,-1,-4,0.3,-6,5,-8,-3,-12
Cc1cc(Cl)ccc1Oc1ncc(CN2CCN(c3ccccc3)CC2)s1,1,-19,-1,-0.3,-6,1,-13,-2,3
CSc1nc2ccc(NS(=O)(=O)c3ccc(Cl)s3)cc2s1,2,-3,2,-0.1,-5,-6,-19,-6,18
CN(C(=O)c1ccco1)c1nc(CC(=O)Nc2ccccc2)cs1,4,2,2,-1.1,-3,2,-12,-5,1
COc1ccc(NC(=O)N(CCO)Cc2cc3c(C)cc(C)cc3[nH]c2=O)cc1,2,-4,2,0.4,-7,-10,-8,5,-12
CCCOc1ccc(N2C(=O)CC(SC(=N)N3N=C(c4ccccc4)CC3c3ccccc3)C2=O)cc1 (configuration not stated),19,-40,-4,1.9,-41,-18,-6,-5,-23
Cc1cccc(-n2cc(CN3CCN(Cc4nccn4C)CC3)c(-c3cccc(F)c3)n2)c1,13,-14,-2,0.3,-2,-8,3,-5,-15

# Compound activity: PubChem BioAssay, several laboratories
